# FadD28 FP inh – M. tuberculosis FadD28 bisubstrate binding inhibition | FadD28 bisubstrate probe binding, fluorescence polarization | inhibition, % at 12.5 µM | hit rate 0.22% among 360,000; in the data active = inhibition above about 8.5%, passing the limit was not always enough; inconclusive = no clear call, values can overlap the other calls
# BoNT F protease – blocks Botulinum neurotoxin F light chain protease | Multiplex microsphere protease cleavage assay, flow cytometry | inhibition, % at 10 µM | hit rate 0.22% among 360,000 | AID 588497; in the data active = inhibition above about 35%, passing the limit was not always enough; inconclusive = no clear call, values can overlap the other calls; note: plate controls were buffer without enzyme for full effect and enzyme alone for no effect
# Mtb UGM inh – inhibitors of M. tuberculosis UDP-galactopyranose mutase. P9WIQ1. purified UGM, fluorescence polarization probe displacement. inhibition, % at 10 µM. hit rate 0.06% among 320,000; in the data active = inhibition above about 10%, passing the limit was not always enough; inconclusive = no clear call, values can overlap the other calls
# Target sequence (P9WIQ1 whole entry, looked up): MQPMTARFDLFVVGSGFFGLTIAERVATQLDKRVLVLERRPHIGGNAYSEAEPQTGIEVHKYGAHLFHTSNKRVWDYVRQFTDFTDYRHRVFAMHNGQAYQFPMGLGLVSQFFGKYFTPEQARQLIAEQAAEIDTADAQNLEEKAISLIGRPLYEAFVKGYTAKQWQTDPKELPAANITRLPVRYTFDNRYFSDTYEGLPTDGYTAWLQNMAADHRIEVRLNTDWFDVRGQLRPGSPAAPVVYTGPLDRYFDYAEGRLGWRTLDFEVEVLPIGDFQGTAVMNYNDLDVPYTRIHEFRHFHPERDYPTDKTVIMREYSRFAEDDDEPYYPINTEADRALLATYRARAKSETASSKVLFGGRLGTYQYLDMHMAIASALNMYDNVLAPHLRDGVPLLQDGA
# PfHsp40 rescue – restores yeast growth despite PfHsp40 toxicity. S. cerevisiae expressing PfHsp40, growth rescue, ATP luminescence. growth rescue, % at 12.5 µM. hit rate 0.68% among 340,000; in the data active = growth rescue above about 28%, passing the limit was not always enough; inconclusive = no clear call, values can overlap the other calls;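 note: yeast W303a lacking pdr1 and pdr3 grown in galactose medium; growth measured after three days at 30 °C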
# Mtb BioA inh – inhibitors of Mycobacterium tuberculosis BioA enzyme. purified M. tuberculosis BioA enzyme, plate reader. hit rate 0.096% among 360,000. inhibition, % at 9.99 µM; in the data active = inhibition above about 40%; inconclusive = no clear call, values can overlap the other calls
# GDH-TPI inh – counter-screen for M. tuberculosis FBA inhibitors: GDH-TPI coupled enzymes; GDH-TPI coupled enzyme counterscreen, NADH absorbance; inhibition, % at 4.8 µM; hit rate 1.2% among 360,000; AID 588335; in the data active = inhibition above about 30%;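 note: 0% = DMSO wells and 100% = wells lacking the enzyme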
# Anthrax LF prot – anthrax lethal factor protease inhibition; hit rate 0.12% among 360,000; P15917; multiplex microsphere protease cleavage assay, LF; AID 588501; inhibition, % at 10 µM; note: plate controls were buffer without enzyme for full effect and enzyme alone for no effect
# Mtb FBA inh – inhibitors of M. tuberculosis fructose-bisphosphate aldolase. purified M. tuberculosis FBA, fluorescence read-out. inhibition, % at 1 µM. hit rate 2.3% among 360,000; in the data active = inhibition above about 27%;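 note: 0% = vehicle and 100% = reference inhibitor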
# Target sequence (P9WQA3 whole entry, looked up): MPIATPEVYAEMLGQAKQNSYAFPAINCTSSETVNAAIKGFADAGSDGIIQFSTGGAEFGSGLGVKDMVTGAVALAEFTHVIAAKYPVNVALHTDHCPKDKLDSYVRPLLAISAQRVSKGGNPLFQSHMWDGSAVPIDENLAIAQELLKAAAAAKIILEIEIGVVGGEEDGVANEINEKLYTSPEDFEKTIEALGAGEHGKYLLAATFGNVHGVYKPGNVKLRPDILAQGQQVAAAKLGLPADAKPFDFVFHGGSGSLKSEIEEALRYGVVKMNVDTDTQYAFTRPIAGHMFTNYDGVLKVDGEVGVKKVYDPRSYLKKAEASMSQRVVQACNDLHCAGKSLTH
# BoNT A protease – inhibitors of Botulinum neurotoxin A light chain protease; multiplex microsphere protease substrate cleavage, flow cytometry; inhibition, % at 10 µM; hit rate 0.17% among 360,000; AID 588499; note: plate controls were buffer without enzyme for full effect and enzyme alone for no effect
# Numbers without * were called inactive; ? = inconclusive; . = not tested or not shown. Cut-off read from the data, not from the text of the source, unless noted: active = inhibition above about 30%; inconclusive = no clear call, values can overlap the other calls; inactive = below that.
SMILES,FadD28 FP inh,BoNT F protease,Mtb UGM inh,PfHsp40 rescue,Mtb BioA inh,GDH-TPI inh,Anthrax LF prot,Mtb FBA inh,BoNT A protease
COc1ccc(CCC(=O)Nc2ncc(C)s2)cc1OC,-3.8,6,-0.8,-0.7,.,-9,-8,-1,-2.0
COc1cccc(Nc2ncnc3sccc23)c1,.,-6,3.2,2.6,18,0,2,0,-4.2
Cc1ccccc1NC(=O)CCC(=O)OCCCC(F)(F)C(F)(F)F,-1.9,4,-1.4,0.6,-1.5,-1,-3,5,0.4
O=C(CSc1ncnc2c1oc1ccccc12)Nc1ccc2c(c1)OCCO2,-1.8,-4,-0.5,-0.4,-2.2,21,-2,-1,-3.6
COc1cc(/C=C/C(=O)OCC(=O)N2CCc3ccccc3C2)ccc1O,0.9,-2,1.1,-1.1,0.0,57*,4,3,0.4
Cc1ccc(SCC(=O)OCC(=O)NCCCc2ccccc2)cc1,-3.8,2,-0.3,-0.3,.,-3,1,0,-1.0
CCOc1ccc(NC(=O)CN(C)CC(=O)NC(C)c2ccccc2)cc1OCC (configuration not stated),-3.1,3,-0.8,0.3,0.8,11,-5,2,1.0
O=C(O)c1ccc(S(=O)(=O)N(Cc2cccs2)CC2CCCO2)cc1 (configuration not stated),0.8,2,1.9,-1.4,-0.4,4,-5,0,-0.2
CCOC(=O)c1nnn(-c2nonc2N)c1-c1ccc(F)cc1,-0.9,0,-4.0,-0.5,-1.0,5,-8,3,0.8
Cc1cc(Nc2cc(Cl)cc(Cl)c2)nc(N)n1,-15,-6,-0.3,0.4,.,-6,-3,0,0.2
O=C(CCN1C(=O)c2ccccc2S1(=O)=O)NCc1ccccc1,-2.7,-2,0.1,-1.1,-0.7,9,-1,-2,-2.5
COc1cccc(Nc2nc(C(N)CO)cs2)n1 (configuration not stated),-1.6,-10,.,.,-0.9,7,-5,-1,0.2
Cc1ccc(-c2csc3ncnc(-n4nnc5ccccc54)c23)cc1,-5.2,0,0.6,0.1,1.4,-5,-5,2,-0.1
NC(=O)CSc1nnc(CNc2ccc(F)cc2)n1CC1CCCO1 (configuration not stated),-1.1,-2,3.9,-2.5,-0.6,9,0,-2,-0.9
CCOC(=O)C1(Cc2ccc(OC)cc2)CCN(C(=O)CC2CCC(=O)N2)CC1 (configuration not stated),-2.7,4,1.2,-0.2,.,0,-6,4,1.1
Cc1nc2ncnn2c(C)c1C/C=C/c1ccccc1,-2.3,-1,-0.6,-0.5,.,-3,-4,-3,-0.2
COc1ccc(C(=O)/C=C2\Sc3ccccc3N2C)cc1,1.5,6,0.6,1.2,.,13,-8,8,-0.2
Cc1ccc(S(=O)(=O)NCc2ccc(C(=O)NCCN(Cc3ccccc3)C(C)C)cc2)cc1,-1.2,-5,1.0,-0.7,-3.8,1,-1,5,-1.0
COC(=O)C1=C(C(=O)OC)[C@@H]2N(Cc3ccccc3)c3ccccc3[C@@]23C[C@@H](C(=O)OC)N(C(=O)NC(C)(C)C)C3=N1,-1.3,-26,-0.7,0.7,0.1,-2,-13,-4,-1.6
CC(C)C(C(=O)Nc1nccs1)N1C(=O)c2ccccc2C1=O (configuration not stated),-0.2,-3,-1.5,-0.8,.,10,-7,3,0.3
COc1ccc(/C=C/C(=O)c2ccccc2)cc1COc1ccc(F)cc1,-4.7,-19,4.5,-0.7,.,26,-4,-2,-0.3
O=C(Nc1ccccc1NC(=O)c1ccc(F)cc1)c1ccc(F)cc1,0.5,1,-1.1,0.2,-0.3,2,-2,1,-3.4
CCn1ncc(Br)c1C(=O)Nc1ccc(F)cc1F,-0.4,-4,-3.4,5.7,1.3,2,1,-4,-0.2
COc1ccc2c(C)cc(N3CCOCC3)nc2c1,-2.0,-30,1.0,1.3,0.3,7,5,12,0.8
CCCCN(C(=O)NC(=O)Nc1ccc(C)cn1)S(C)(=O)=O,-4.3,1,1.5,-0.5,.,-3,-1,12,-0.5
Cc1cc(C)n2nc(C(=O)N/N=C/c3c4ccccc4cc4ccccc34)nc2n1,-1.6,-28,0.4,0.0,.,14,-3,-2,-3.7
O=C(O)CSc1nnc(Cn2c(=O)sc3ccccc32)n1-c1cccc(Cl)c1,-0.7,7,2.3,1.1,0.1,0,-8,0,7.1
O=[N+]([O-])c1ccc(N/N=C2/CCCCC2c2ccccn2)cc1 (configuration not stated),-1.4,-4,.,-0.8,.,4,-4,1,-0.5
O=C(NCCNc1ccc(Cl)cc1[N+](=O)[O-])c1cccnc1,0.2,-1,2.0,1.9,6.9,3,-1,-10,-0.2
CCOC(=O)CP(=O)(c1ccccc1)c1ccccc1,-2.0,6,2.0,0.7,0.5,6,1,-1,0.4
CN(C)S(=O)(=O)n1cc(/C=C(\NC(=O)c2ccccc2Cl)C(=O)NCCCn2ccnc2)c2ccccc21,-7.4,-6,0.2,0.1,.,12,-3,-1,-1.3
COc1ccc(S(=O)(=O)N2CCCCCC2)cc1NC(=O)c1c2c(nc3ccccc13)CCN(Cc1ccccc1)C2,2.6,-2,0.3,-0.1,0.2,6,-3,-1,0.1
O=C1C2CCCN2C(c2ccccc2F)N1c1cccc(Cl)c1 (configuration not stated),-2.3,2,0.2,0.2,-0.5,0,2,-1,-0.6
COc1cc(OC)cc(C(=O)N[C@H](C(=O)OCC(=O)c2ccc(F)cc2)C(C)C)c1,-6.4,-2,2.1,-0.9,-1.3,4,-3,-3,0.3
Cc1c(C(=O)NC(C)c2ccccn2)oc2c(Cl)cccc12 (configuration not stated),0.2,3,.,-1.1,-1.4,1,-7,3,1.7
COc1ccc(Cl)c(NC(=O)C/C(C)=N/NC(=O)CCc2ccccc2)c1,-1.6,0,-5.7,-0.1,-0.7,-6,1,-2,2.9
CC1CCN(C(c2cc3cc4c(cc3[nH]c2=O)OCO4)c2nnnn2CC2CCCO2)CC1 (configuration not stated),-3.0,-2,1.2,-0.4,-1.0,6,-2,3,-0.3
O=C(CSc1nnc(-c2cccnc2)n1-c1ccccc1)NCc1ccc2c(c1)OCO2,-3.5,-2,-2.4,-1.7,3.2,-9,0,-1,1.0
O=C(c1cc(Br)c(Br)s1)N1CCc2ccccc2C1,-4.9,-14,-0.3,5.2,1.4,11,-6,-3,-0.6
COc1ccc(-n2c(C)cc(C(=O)COc3ccc(C)nc3[N+](=O)[O-])c2C)cc1,-2.2,-2,-3.1,3.5,.,9,-2,2,-1.1
CC(C)OC(=O)CSc1nc(N)c(C#N)cc1C#N,-0.5,-2,3.2,0.3,.,5,-1,7,-1.0
CCSC1=C(C#N)C(CC(C)C)C2=C(CCCC2=O)N1 (configuration not stated),-1.9,6,-1.0,.,3.1,6,0,3,0.1
O=C(NC1=NCCS1)c1sc2cc(Cl)cc(Cl)c2c1Cl,-1.5,-3,-2.7,-0.8,1.6,9,-1,-2,-0.3
NS(=O)(=O)c1cccc(NC(=O)C(Cc2ccccc2)NC(=O)c2ccccc2)c1 (configuration not stated),.,7,3.9,0.4,-0.7,-3,-3,-5,-0.7
CC1(C)CC2c3cccc(C(=O)O)c3C(=O)N2c2c1ccc1ccccc21 (configuration not stated),-0.7,-4,1.9,-0.5,-3.2,7,0,3,0.1
Cc1ccccc1Cn1cnc2c([N+](=O)[O-])c(C)c(C)cc21,-2.5,2,-3.1,0.5,0.6,11,0,1,0.7
CN(C)c1ccc(CNCc2cccnc2)cc1,-2.5,26,1.0,.,1.2,13,3,0,0.1
O=C(c1cc([N+](=O)[O-])ccc1N1CCOCC1)N1CCN(S(=O)(=O)c2ccc(F)cc2)CC1,-3.2,0,-3.2,3.0,-1.8,8,5,-2,1.5
CC(C)c1nnc(NC(=O)c2c(O)c3cccc4c3n(c2=O)CCC4)s1,-1.3,0,1.3,-0.9,.,16,-3,1,-1.4
CCOC(=O)c1c(C)[nH]c(C(=O)COC(=O)CNC(=O)c2ccc(Cl)cc2)c1C,-3.8,-2,3.8,-0.7,.,4,0,1,0.3
O=C(Cc1ccc(NC(=O)C2CCN(C(=O)C3CC3)CC2)cc1)Nc1cccc(C(=O)N2CCCC2)c1,-1.0,-2,.,-1.7,0.0,-4,-8,0,-0.2
Cc1nc(SCC(=O)O)n[nH]1,-3.9,-6,0.5,-0.3,.,-1,-12,0,-0.2
O=C(CCNS(=O)(=O)c1ccccc1)N1CCCCCCC1,-2.2,5,-0.3,0.4,.,13,3,-3,0.1
CCOC(=O)C(=O)NCC(c1cccs1)S(=O)(=O)c1ccc(F)cc1 (configuration not stated),-3.0,?,-0.1,1.2,-1.4,-1,1,-3,2.4
O[C@@H]([C@H](O)[C@H](O)CBr)[C@H](O)CBr,0.7,0,-0.1,0.9,-0.7,9,-15,-2,-0.6
O=C(c1ccco1)N1CCCC(N2CCN(c3ccccc3F)CC2)C1 (configuration not stated),-5.1,-2,1.3,-0.1,2.8,-6,4,-2,0.1
Cc1ccc(CN(C)C(=O)CN2C(=O)NC(c3ccccc3)(c3ccccc3)C2=O)c(C)c1,-2.7,-3,1.3,3.5,2.2,-4,-5,-2,-0.7
CC1CCc2c(sc3ncn(Cc4ccc(C(=O)O)cc4)c(=O)c23)C1 (configuration not stated),-0.5,4,0.5,-0.8,-4.3,3,1,1,-0.5
Cc1csc(NC(=O)CSCC(=O)Nc2ccccc2)n1,-2.5,3,0.0,-1.0,-0.5,6,2,-1,1.5
COc1ccc(C)cc1S(=O)(=O)N1CCN(C(=O)c2ncoc2-c2ccccc2C)CC1,-2.1,9,1.4,-1.4,.,0,6,-1,0.8

# Quoted from above for reference:
SMILES,FadD28 FP inh,BoNT F protease,Mtb UGM inh,PfHsp40 rescue,Mtb BioA inh,GDH-TPI inh,Anthrax LF prot,Mtb FBA inh,BoNT A protease
COc1ccc(CCC(=O)Nc2ncc(C)s2)cc1OC,-3.8,6,-0.8,-0.7,.,-9,-8,-1,-2.0
COc1cccc(Nc2ncnc3sccc23)c1,.,-6,3.2,2.6,18,0,2,0,-4.2

# Complete entries from above. Values in the order: FadD28 FP inh, BoNT F protease, Mtb UGM inh, PfHsp40 rescue, Mtb BioA inh, GDH-TPI inh, Anthrax LF prot, Mtb FBA inh, BoNT A protease
# Shown for Cc1nc(SCC(=O)O)n[nH]1 : -3.9, -6, 0.5, -0.3, ., -1, -12, 0, -0.2
# Shown for Cc1csc(NC(=O)CSCC(=O)Nc2ccccc2)n1 : -2.5, 3, 0.0, -1.0, -0.5, 6, 2, -1, 1.5

# Next structures follow:
SMILES,FadD28 FP inh,BoNT F protease,Mtb UGM inh,PfHsp40 rescue,Mtb BioA inh,GDH-TPI inh,Anthrax LF prot,Mtb FBA inh,BoNT A protease
O=C(c1nc2nc(-c3ccccc3)cc(C(F)(F)F)n2n1)N1CCOCC1,0.8,-13,-1.3,-1.4,0.2,13,-1,19,-0.3
COc1ccc(NC(=O)c2nc[nH]c2C(=O)NCc2ccccc2)cc1,-0.4,-3,-1.8,-0.4,0.8,15,-3,-1,0.8
Cc1cc(C)c(NC(=O)CSc2nnc(CN3CCOCC3)n2C)c(C)c1,-2.1,2,1.6,-0.5,1.1,-4,3,-8,0.7
COc1cccc(/C=N/Nc2snc(SC)c2C#N)c1O,3.0,-2,-1.2,-0.9,.,14,-2,-3,0.4
Cc1c(C(=O)Nc2ccccc2C(=O)N2CCOCC2)cccc1[N+](=O)[O-],1.3,-7,-1.7,0.4,-4.7,8,-5,3,-0.7
CC1(C)Cc2c(c(N3CCOCC3)nc3sc4c(NCCN5CCOCC5)nnnc4c23)CS1,-12,5,0.1,-1.0,.,20,3,-1,1.4
Cc1ccc(OCCCC(=O)N2CCOCC2)cc1,-0.9,2,0.1,0.8,-2.8,2,-1,5,0.2
CCOc1cc(NC(=O)C2CCCCC2)c(OCC)cc1NC(=O)c1ccccn1,-1.8,-3,-0.2,-0.7,-1.7,-1,-2,1,0.1
CCOC(=O)CSC1=C(C#N)C(c2sccc2C)CC(=O)N1 (configuration not stated),-0.6,-7,0.4,0.6,1.4,21,2,1,-0.7
CC(=O)Nc1ccc(NC(=O)/C=C/c2ccccc2)cc1,-2.6,-1,-1.9,0.0,.,15,-1,-4,0.0
Fc1ccc(Cn2nnc3ccccc32)cc1,-4.1,11,0.5,-0.9,-1.1,-4,-3,2,-3.8

# Assay outcomes from PubChem.
